# esBAF inh = Bmi1 luciferase reporter increase in mESCs, primary screen, esBAF inhibitor project, mouse ES cells, Bmi1 luciferase knock-in, single point; AID 602393, 2012; hit rate 2% among 350,000; 24 h; 100% = twice the neutral-well signal; reporter increase, % at 12.5 µM; in the data active = activation above about 40%;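 note: 0% = median of the plate's neutral control wells and 100% = double that signal; a rise in the Bmi1 reporter signal indicates esBAF inhibition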
# ARNT-TACC3 inh = disruptors of ARNT/TACC3 protein interaction, primary screen, biochemical, AlphaScreen, single concentration. Transforming acidic coiled-coil-containing protein 3 (Homo sapiens), Q9Y6A5. AlphaScreen His-ARNT PAS-B/GST-TACC3 binding, luminescence; TACC3 fragment carries E629A point mutation. inhibition, % at 9.99 µM. hit rate 0.66% among 390,000. AID 623870, 2012;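 active = mean inhibition of replicates at least 50% and at least half of replicates each reaching 50%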;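 note: 0% = complete ARNT plus TACC3 wells and 100% = ARNT alone without TACC3; many hits fall short of the cut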
# C2C12 statin = suppressors of statin myotoxicity in C2C12 myotubes, primary screen, cell-based, single point, plate reader; C2C12 myotubes + simvastatin, ATP luminescence, 48 h; scaled: DMSO 0, geranylgeraniol control 100; rescue of ATP level, % at 7.49 µM; hit rate 0.78% among 330,000;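 active = mean ATP rescue above about 67%, or every replicate alone reaching that limit, limit read from the data, passing the limit was not always enough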;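 note: myotubes were challenged with 10 µM simvastatin during compound exposure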
# miR122 inh = miR-122 Renilla sensor signal increase in Huh7, primary screen, miR-122 inhibitor project, cell-based, single point, plate reader; activation (reporter increase), % at 12.5 µM; hit rate 0.3% among 340,000; Huh7 miR-122 Renilla luciferase sensor, 48 h; neutral wells = 0, positive control = 100; AID 602342, 2012;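 active = mean replicate activation score at least 90 and every replicate individually at or above 90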;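 note: higher luciferase means less miR-122 activity so hits act as miR-122 inhibitors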
# Cneo AK release = Cryptococcus neoformans cell lysis inducers, primary screen, AK release luminescence, single concentration. C. neoformans lysis, adenylate kinase release luminescence, 4 h; normalised: neutral wells 0, clomiphene wells 100. lysis activity, % at 15 µM. hit rate 0.2% among 360,000. AID 651654, 2012;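 active = mean lysis activity across replicates of at least 80%, whatever share of replicates individually reach that level; inactive = mean lysis activity below 80%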
#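 Assay system: C. neoformans cells. Amount: yeast cell density of 5 × 10^6 cells/mL. Technique: AK luminescence. Buffer or medium: YPD. Times: static 4 h at 37 °C with compound, 1 h detection. Dosing: single-point compound dose. Read-out: lysis from increased AK signal.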
# SIRT5 inh = SIRT5 desuccinylase inhibitors, primary screen, biochemical, fluorescence imaging, single point, set 5; NAD-dependent protein deacylase sirtuin-5, mitochondrial (Homo sapiens), Q9NXA8; Purified SirT5, succinyl-peptide AMC, trypsin-coupled fluorescence; inhibition, % at 15 µM; hit rate 1.1% among 330,000; AID 652115, 2013; in the data active = inhibition above about 15%
# Target sequence (Q9NXA8 whole entry, looked up): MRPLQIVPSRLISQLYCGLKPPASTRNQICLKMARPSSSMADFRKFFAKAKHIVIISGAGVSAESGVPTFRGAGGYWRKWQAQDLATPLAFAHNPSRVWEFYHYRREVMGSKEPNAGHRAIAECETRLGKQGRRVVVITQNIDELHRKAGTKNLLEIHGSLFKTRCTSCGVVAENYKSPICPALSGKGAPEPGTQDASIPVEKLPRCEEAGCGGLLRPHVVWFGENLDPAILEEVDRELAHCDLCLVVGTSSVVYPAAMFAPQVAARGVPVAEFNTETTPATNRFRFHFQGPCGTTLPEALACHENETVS
# ERp5 block = inhibitors of ERp5-driven insulin aggregation, primary screen, biochemical, turbidity, absorbance 650 nm, single point; hit rate 0.05% among 350,000; 90 min; inhibition, % at 9.99 µM; Protein disulfide-isomerase A6 (Homo sapiens), Q15084;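 active = mean replicate inhibition above about 25%, with every replicate also reaching it, limit read from the data, passing the limit was not always enough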
# Target sequence (Q15084 whole entry, looked up): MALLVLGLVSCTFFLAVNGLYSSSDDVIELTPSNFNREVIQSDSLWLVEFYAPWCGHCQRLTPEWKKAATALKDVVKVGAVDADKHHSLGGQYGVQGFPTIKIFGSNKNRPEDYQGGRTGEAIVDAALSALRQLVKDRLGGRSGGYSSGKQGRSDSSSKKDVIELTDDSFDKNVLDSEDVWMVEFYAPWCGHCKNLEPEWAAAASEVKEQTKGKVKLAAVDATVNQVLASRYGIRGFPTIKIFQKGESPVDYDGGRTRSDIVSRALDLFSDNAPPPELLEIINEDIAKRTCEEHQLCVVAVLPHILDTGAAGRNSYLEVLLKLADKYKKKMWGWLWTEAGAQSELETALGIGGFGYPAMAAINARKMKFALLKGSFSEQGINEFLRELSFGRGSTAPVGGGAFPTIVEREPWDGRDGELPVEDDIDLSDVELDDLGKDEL
# Starred values were filed as active, the others as inactive; . = no result given; [ ] = dose if it differs, or a comment.
SMILES,esBAF inh,ARNT-TACC3 inh,C2C12 statin,miR122 inh,Cneo AK release,SIRT5 inh,ERp5 block
COc1cc(CNCCC2CCOC(C)(C)C2)ccc1O (stereo unspecified),-4,-6,9,-3,5,.,.
C[C@H](CO)N1C[C@H](C)[C@@H](CN(C)C(=O)C2CCCCC2)OCCCC[C@H](C)Oc2ccc(NS(=O)(=O)c3ccccc3)cc2C1=O,7,0,31,1[16.7 µM],-1,1,3
CC(C)[C@H](NS(=O)(=O)c1ccccc1)C(=O)OCC(=O)NCc1ccc2c(c1)OCO2,0,.,11,-2,.,-5,3
COc1ccc(NC(=O)C(NC(C)=O)C(=O)Nc2ccc(F)cc2)cc1 (stereo unspecified),.,-4,.,.,.,-1,-3
COc1ccccc1Oc1ccc(NC(=O)c2ccccc2C)cc1,.,-2,.,.,.,-2,3
CS(=O)(=O)N(CC(=O)NCc1ccc2c(c1)OCO2)c1ccc(Cl)cc1,4,-2,-1,-3,0,.,.
COc1ccc(NC(=O)N(C)C[C@@H]2Oc3ccc(NC(=O)Nc4ccccc4)cc3C(=O)N([C@@H](C)CO)C[C@@H]2C)cc1,-3,-4,9,-12[16.7 µM],0,-5,-6
CN(Cc1cccc(F)c1)C(=O)c1ccc2c(=O)n3c(nc2c1)CCC3,3,-4,3,-3,1,3,6
C=CCNC(=O)/C(=C/c1ccco1)NC(=O)c1ccc(Br)o1,1,2,-1,-3,-3,.,.
CCOc1ccc(NS(=O)(=O)c2ccc3[nH]cc(C(=O)NCC4CCCO4)c(=O)c3c2)cc1 (stereo unspecified),-5,0,8,-2,0,.,.
NC(=O)c1ccsc1NC(=O)COC(=O)c1cnccn1,5,.,0,-3,1,-2,0
Cc1ccc(-c2nc(C#N)c(N3CCCCC3)o2)cc1,3,1,3,-4,1,.,6
NS(=O)(=O)c1ccc(CNC(=O)c2sccc2-c2ccccc2)cc1,0,4,-4,.,4,-7,3
c1ccc(CSc2nnc([C@@H]3CCCN3)o2)cc1,-3,-4,7,-5,4,.,.
CC(C)OC(=O)c1ccc2nc3ccccc3nc2c1,-4,24,-4,.,-3,-3,4
CCOC(=O)C1=C(COC(=O)/C=C/c2cccc(Cl)c2)NC(=O)NC1C (stereo unspecified),1,-21,-23,1,1,-3,-8
Cc1nc2ccc(C(=O)Nc3cccc(OCC(=O)N(C)C)c3)cn2c1N(C)CC1CCCCC1,9,.,-35,3,9,.,2
O=C(c1cccnc1)N1CC[C@H]2[C@H](CO)Nc3ccc(-c4ccc(F)cc4)cc3[C@H]21,0,11,-16,2[16.7 µM],6,8,-6
O=c1c2ccccc2nnn1Cc1cccc2ccccc12,9,-9,.,.,1,-1,-4
CCNc1nc2c(cnn2C)c(=O)[nH]1,-3,36,-6,2,1,0,1
O=C(C[C@H]1C=C[C@H](NS(=O)(=O)c2ccc(F)cc2)[C@H](CO)O1)NC1CCC1,6,24,6,.,52,8,15
COc1ccc(OCC(=O)Nc2ccccc2C(=O)Nc2ccc(C(=O)O)cc2)cc1,.,-3,.,.,4,4,5
C[C@@H](NC(=O)c1ncn(C)c1C(=O)N[C@H](C)c1ccccc1)c1ccccc1,0,-2,9,-2,-1,0,-1
O=C(N[C@H]1CC[C@H](CCNC(=O)C2CCOCC2)O[C@H]1CO)c1ccccn1,1,-5,-4,.,5,-2,2
CCC(=O)N1CCc2cc(S(=O)(=O)NC(CC(C)C)C(=O)N3CCc4ccccc43)ccc21 (stereo unspecified),18,17,.,17,4,.,.
CC(=O)NCCn1c(SCc2ccccc2C)nc2ccccc2c1=O,-3,3,5,6,0,.,.
O=C(COC(=O)CCC(=O)c1ccc(F)cc1)NCCc1ccccc1,.,-5,-3,-6,-1,.,11
CS(=O)(=O)c1ccc(Cl)c(NC(=O)CSC(=S)N2CCCC2)c1,.,-1,.,2,0,-3,0
CCCNC(=O)Nc1ccc2c(c1)OC[C@@H](C)N(Cc1ccncc1)C[C@@H](C)[C@@H](OC)CN(C)C2=O,15,-10,-51,.,-3,-6,-5
CC1(C(=O)Nc2cccc3ccccc23)CCN1C(=O)Cc1ccc(Cl)cc1Cl (stereo unspecified),-3,.,-3,-4,-2,-3,-1
CCCNC(=O)c1ccc(COc2ccc(Cl)cc2)o1,-7,6,-11,-1,2,-1,-5
C=CC[C@H](CC(=O)OC(C)(C)C)C(=O)OC[C@H]1CCCN1C(=O)[C@H](CC=C)CC(=O)NCCO,7,-1,12,2,2,1,-9
Cc1ccc(Nc2cc(-n3nc(C)cc3C)ncn2)c(C)c1,2,2,-12,-2,-1,.,.
CN1C(=O)c2cc(NS(C)(=O)=O)ccc2OC[C@H]2O[C@H](CC(=O)N3CCOCC3)CC[C@@H]21,-7,-2,-9,.,1,-1,3
Cc1ccnc(Sc2ncccc2[N+](=O)[O-])n1,-6,1,-16,-6,1,.,.
CCCCNCc1cc(Br)c(OCC(=O)N2CCOCC2)c(OC)c1,-4,-4,-3,2,7,.,.
NC(=O)C1CC(=O)N(c2ccc(OCC(=O)N3CCCC3)cc2)C1 (stereo unspecified),0,0,11,6,-1,-1,-1
O=C(Cc1ccccc1)NNC(=S)Nc1ccc(Cl)cc1,.,5,.,-5,-4,2,2
O=C(O)c1ccc2c(c1)OCCOCCOCCOCCOCCO2,-2,7,0,-9,0,-3,1
COc1ccc(NC(=O)N(C)C[C@H]2Oc3c(NS(=O)(=O)c4ccc(F)cc4)cccc3C(=O)N([C@@H](C)CO)C[C@@H]2C)cc1,2,8,11,4[16.7 µM],-3,.,.
CCOC(=O)c1cn(CC(=O)Nc2ccc(C)cc2)nn1,2,-8,-1,18,.,-5,-10
O=C(NCc1ccc2c(c1)OCO2)C1CCC(=O)N1C1CCCC1 (stereo unspecified),.,8,.,-3,.,0,4
CC(=O)N1CCC(=NNS(=O)(=O)c2ccc(C)c([N+](=O)[O-])c2)CC1,-3,-6,5,-7,-3,-1,0
Fc1ccc(C2NC(=S)NC3=C2N2CCC3CC2)cc1 (stereo unspecified),-9,0,-1,.,1,-6,2
CCNc1nc2c(c(=O)n(Cc3ccccc3)c(=O)n2C)n1Cc1ccccc1,2,3,43,.,-1,.,.

# Three consecutive entries already listed, quoted:
SMILES,esBAF inh,ARNT-TACC3 inh,C2C12 statin,miR122 inh,Cneo AK release,SIRT5 inh,ERp5 block
Cc1ccc(Nc2cc(-n3nc(C)cc3C)ncn2)c(C)c1,2,2,-12,-2,-1,.,.
CN1C(=O)c2cc(NS(C)(=O)=O)ccc2OC[C@H]2O[C@H](CC(=O)N3CCOCC3)CC[C@@H]21,-7,-2,-9,.,1,-1,3
Cc1ccnc(Sc2ncccc2[N+](=O)[O-])n1,-6,1,-16,-6,1,.,.

# Next entries:
SMILES,esBAF inh,ARNT-TACC3 inh,C2C12 statin,miR122 inh,Cneo AK release,SIRT5 inh,ERp5 block
O=C(CSc1nnc(-c2ccccc2)c2ccccc12)NCCN1C(=O)CSC1=O,-2,.,14,-5,1,0,6
COc1ccccc1NS(=O)(=O)c1cccc(C(=O)NC2CCN(Cc3ccccc3)CC2)c1,-23,3,-12,10,-2,.,.
CN(C)c1ncc(S(=O)(=O)c2ccccc2)c(N)n1,-8,-3,-5,-5,-1,0,3
C[C@@H](O)C#Cc1ccc2c(c1)O[C@H](CN(C)Cc1cccnc1)[C@@H](C)CN([C@@H](C)CO)S2(=O)=O,-4,-5,9,0[16.7 µM],1,-1,-1
CSCC[C@H](NS(=O)(=O)c1ccc(C)cc1)C(=O)N1CCC(C(=O)N[C@H](C(=O)O)c2ccccc2)CC1,9,-8,-3,-3,0,.,6
O=C1CCCc2c1nn(-c1ccccc1)[n+]2[O-],7,-2,3,-5,.,0,-1
CCN(C(=O)CSc1nc(C)nc2sc(C)c(C)c12)C1CCS(=O)(=O)C1 (stereo unspecified),2,-1,10,-1,1,3,2
CCOc1ccccc1/C=N/NC(=O)c1c(C)nc2ccc(Br)cn12,-6,-9,1,-4,-1,-8,3
CCOC(=O)c1cnc(-c2ccccc2)nc1Oc1ccc(C)cc1,-6,0,.,4,1,.,.
CC1(C(=O)NS(=O)(=O)c2ccccc2Cl)CCN1C(=O)CC1CC1 (stereo unspecified),-4,.,-6,-4,1,5,7
COC(=O)[C@@H]1[C@@H](CO)[C@@H]2Cn3c(ccc(-c4ccc(F)cc4)c3=O)[C@@H]2N1C(=O)C1CCC1,0,1,-16,.,1,-8,-1
Cc1cc(F)ccc1S(=O)(=O)N(C(=O)c1ccncc1)c1ccc(OC(=O)c2ccncc2)cc1,.,.,.,0,2,-5,-8
Cc1ccc(-c2nc(CS(=O)(=O)CC(=O)N3CCOCC3)c(C)o2)cc1,3,-3,-6,0,.,-3,1
CC(=O)Nc1ccc(NC(=O)C2(C)Cc3c(-c4ccc5c(c4)OCO5)ccnc3O2)cc1 (stereo unspecified),5,.,10,0,1,.,-1
CC(=O)Nc1ccc(NC(=O)C(C)OC(=O)CNS(=O)(=O)c2ccc(Br)cc2Cl)cc1 (stereo unspecified),-2,-3,-1,-2,-1,0,-3
Cc1cc(C)cc(N2CN=c3s/c(=C\c4ccco4)c(=O)n3C2)c1,-8,4,5,-3,1,-8,1

# One compound at a time (already shown).
# CCOc1ccccc1/C=N/NC(=O)c1c(C)nc2ccc(Br)cn12 reads esBAF inh: -6; ARNT-TACC3 inh: -9; C2C12 statin: 1; miR122 inh: -4; Cneo AK release: -1; SIRT5 inh: -8; ERp5 block: 3
# O=C(CSc1nnc(-c2ccccc2)c2ccccc12)NCCN1C(=O)CSC1=O reads esBAF inh: -2; ARNT-TACC3 inh: .; C2C12 statin: 14; miR122 inh: -5; Cneo AK release: 1; SIRT5 inh: 0; ERp5 block: 6
# CC(=O)Nc1ccc(NC(=O)C(C)OC(=O)CNS(=O)(=O)c2ccc(Br)cc2Cl)cc1 (stereo unspecified) reads esBAF inh: -2; ARNT-TACC3 inh: -3; C2C12 statin: -1; miR122 inh: -2; Cneo AK release: -1; SIRT5 inh: 0; ERp5 block: -3

# Reprinted at random: 2 entries already listed, in no set order.
SMILES,esBAF inh,ARNT-TACC3 inh,C2C12 statin,miR122 inh,Cneo AK release,SIRT5 inh,ERp5 block
CN(C)c1ncc(S(=O)(=O)c2ccccc2)c(N)n1,-8,-3,-5,-5,-1,0,3
CC1(C(=O)NS(=O)(=O)c2ccccc2Cl)CCN1C(=O)CC1CC1 (stereo unspecified),-4,.,-6,-4,1,5,7
